TbREL1 primary: TbREL1 inhibition, primary screen; P86926; TbREL1 RNA ligation, FRET fluorescence; inhibition, % at 9.66 µM; 89,000 tested, 0.49% active;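 active = inhibition above the mean inhibition across all screened compounds plus 3 SD, cut at about 11% in these data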;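 also: 0% = plate median of test wells and 100% = NSC42067 control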
Target sequence (P86926 whole entry, looked up): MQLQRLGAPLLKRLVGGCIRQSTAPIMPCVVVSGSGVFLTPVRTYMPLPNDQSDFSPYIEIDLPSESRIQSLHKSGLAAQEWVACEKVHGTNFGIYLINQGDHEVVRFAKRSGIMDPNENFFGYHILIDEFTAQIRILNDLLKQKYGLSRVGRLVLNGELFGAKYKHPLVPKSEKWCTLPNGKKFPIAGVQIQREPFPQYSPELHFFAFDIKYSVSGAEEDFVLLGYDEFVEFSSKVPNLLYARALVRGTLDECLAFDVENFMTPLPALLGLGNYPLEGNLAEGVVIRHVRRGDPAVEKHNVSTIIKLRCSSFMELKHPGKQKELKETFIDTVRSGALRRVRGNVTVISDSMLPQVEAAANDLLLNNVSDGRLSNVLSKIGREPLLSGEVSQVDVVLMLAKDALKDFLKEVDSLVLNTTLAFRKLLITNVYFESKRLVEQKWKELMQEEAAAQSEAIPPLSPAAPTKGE
Numbers without * were called inactive.

TbREL1 primary	mol
1	NS(=O)(=O)c1cccc(NC(=O)COc2ccc([N+](=O)[O-])cc2)c1
-1	CCOC(=O)c1cn2nc(Oc3ccc(NC(C)=O)cc3)ccc2n1
-3	CCCCn1nc(C(=O)N2CCc3ccccc32)c2ccccc2c1=O
-3	CCOc1cc2[nH]c(=O)n(Cc3ccc(C(=O)NCCCN4CCCC4=O)cc3)c(=O)c2cc1OCC
0	CCOc1ccccc1C(=O)NCc1ccco1
-3	CCc1cc(=O)oc2c(C)c(OS(C)(=O)=O)ccc12
6	O=C(c1cccs1)c1cn(CC(=O)N2CCc3ccccc3C2)c2ccccc12
2	Cc1ccc(Oc2nc(-c3ccccn3)nc3ccccc23)cc1
2	COC(=O)C1=C(C)OC(N)=C(C#N)C1c1ccco1 (stereo not drawn)
-2	Cc1ccc2nc3c(cc(C(=O)NCCCn4ccnc4)n3C)c(=O)n2c1
3	COC(=O)c1c(NC(=O)CSc2nnc(CNc3ccc(Cl)cc3)o2)sc(C)c1C
2	CCCNC(=S)N(Cc1ccccc1)Cc1nc2ccccc2c(=O)[nH]1
-7	Cc1ccc(NC(=O)COC(=O)Cc2c[nH]c3ccccc23)cc1C
-3	COc1ccc(S(=O)(=O)N2CC(O)C[C@H]2C(=O)OCC(=O)N2CCCCCC2)cc1 (stereo partly drawn)
1	Cc1ccc(S(=O)(=O)N2CCOCC2)cc1NC(=O)COC(=O)c1n[nH]c(=O)c2ccccc12
7	COc1ccccc1N1CCN(CC(O)c2ccccc2)CC1 (stereo not drawn)
8	CCCNC(=O)C1CC(c2cccc(F)c2)=NO1 (stereo not drawn)
1	CSC1=N/C(=C\c2ccc3c(c2)OCO3)C(=O)S1
2	CCN(CC(=O)Nc1cc(Cl)ccc1Cl)C(=O)c1ccc(-n2cccn2)cc1
-1	NC(=S)N1CCCc2ccccc21

TbREL1 primary	mol
-2	COc1ccc(C2=NN(c3nc4ccccc4s3)C(=O)/C2=C\N(C)C)cc1
2	COc1ccc(C(=O)NCCCNC(=O)c2cnccn2)cc1
0	CN(/C=C/c1c([N+](=O)[O-])c(=O)n(C)c(=O)n1C)c1ccccc1
0	CCC(=O)Nc1ccc2c(c1)nc1n2CCSC1
2	COc1ccccc1NC(=O)CSc1nnc(-c2ccncc2)n1CC1CCCO1 (stereo not drawn)
15*	CCOc1cccc2sc(N(CCCN(C)C)C(=O)c3ccc(S(=O)(=O)N4CCCCCC4)cc3)nc12
4	COc1ccc(/C=N/NC(=O)c2ccc(CSc3nncn3C)cc2)cc1OC
3	Oc1ccc(/C=N/Nc2nc(-c3cccnc3)nc3ccccc23)c(O)c1
5	O=C(NCCCNC(=O)c1cnccn1)c1ccc(Cl)cc1
0	O=C(c1ccc2c(c1)OCO2)N1CCN(c2cccc(C(F)(F)F)c2)CC1
2	CCC(C)NC(=O)c1ccccc1-c1ccccc1C(=O)NC(C)CC (stereo not drawn)
8	COCCCn1nnnc1SCC(=O)Nc1ccc2c(c1)OCCO2
0	COc1ccccc1CN1[C@@H](CC(C)=O)c2cc(C(F)(F)F)ccc2S1(=O)=O
1	O=C(NCc1ccccc1)N1CCN(Cc2nc3ccccc3c(=O)[nH]2)CC1
3	Nc1nc2c(ncn2[C@@H]2O[C@H](C(=O)N[C@H](Cc3ccccc3)C(=O)NCCCc3ccccc3)[C@@H](O)[C@H]2O)c(=O)[nH]1
0	CC(=O)Nc1sc2c(c1-c1nc3ccccc3s1)CCCN(C(C)C)C2
-3	Brc1ccc(-n2cc(-c3ccccc3)c3c(NN4CCOCC4)ncnc32)cc1
0	O=S(=O)(NCc1ccco1)c1ccc(Cl)s1
-1	COc1cc(OC)c(N(C)C(=O)CCNC(=O)Cn2cnc3ccccc3c2=O)cc1Cl
0	CCOC(=O)Cc1csc(NC(=O)CCCN2C(=O)c3ccccc3C2=O)n1

Six of the entries above in order of the TbREL1 primary value, largest number first:
TbREL1 primary	mol
8	COCCCn1nnnc1SCC(=O)Nc1ccc2c(c1)OCCO2
3	Oc1ccc(/C=N/Nc2nc(-c3cccnc3)nc3ccccc23)c(O)c1
2	CCC(C)NC(=O)c1ccccc1-c1ccccc1C(=O)NC(C)CC (stereo not drawn)
1	O=C(NCc1ccccc1)N1CCN(Cc2nc3ccccc3c(=O)[nH]2)CC1
0	COc1ccccc1CN1[C@@H](CC(C)=O)c2cc(C(F)(F)F)ccc2S1(=O)=O
-3	Brc1ccc(-n2cc(-c3ccccc3)c3c(NN4CCOCC4)ncnc32)cc1

Remaining list, next part.
TbREL1 primary	mol
6	COc1cc(NC(C)=O)ccc1-c1cc2ccccc2oc1=O
-1	COc1ccc(CNC(=O)COC(=O)CNC(=O)c2sc3ccccc3c2Cl)cc1OC
1	Nc1nc2c(ncn2[C@@H]2O[C@H](C(=O)NCC(F)(F)F)[C@@H](O)[C@H]2O)c(=O)[nH]1
-2	COc1cccc(NC(=O)NC2CCCCN(Cc3ccccc3C)C2=O)c1 (stereo not drawn)
2	O=C(NCc1nc2ncc(Br)cc2[nH]1)c1ccccc1
0	CN1C(=O)[C@@H]2[C@H](C1=O)[C@@H]1C(=O)Nc3ccccc3C(=O)N1[C@@H]2c1ccc(F)cc1
-2	C=CCn1c(SCC(=O)N2CCN(CCO)CC2)nc2sc3c(c2c1=O)CCC3
1	Cc1noc(C)c1-c1ccc(C(=O)Nc2ccc(C(C)C)cc2)c2occc12
2	Cc1nnc(SCC(=O)N2CCOCC2)s1
6	Fc1ccc(CNc2nc(-c3ccccc3)nc3ccccc23)cc1
-3	Cc1nc2sc(C(c3ccc(Cl)cc3)N3CCN(c4ccccc4F)CC3)c(O)n2n1 (stereo not drawn)
-1	COc1ccc(S(=O)(=O)Cc2ccc(C(=O)NCCc3cc(OC)ccc3OC)o2)cc1
1	O=C(N[C@H](CO)c1ccccc1)[C@H]1O[C@@H](n2ccc(=O)[nH]c2=O)[C@H](O)[C@@H]1O
4	OCC[C@@H]1C[C@@H](O)[C@H](O)[C@]2(CCCO2)O1
1	CCOC(=O)c1sc2ccc(S(=O)(=O)N3CC(C)CC(C)C3)cc2c1N (stereo not drawn)
2	CCOC(=O)N1CCN(C(=O)c2ccc(OC)cc2)CC1
-2	CCOc1ccc(C2C(C#N)=C(N)Oc3nc[nH]c(=O)c32)cc1OC (stereo not drawn)
-1	Cc1nc(Cl)c(C(=O)NC(C)(C)C)c(C)c1Cl
-5	CN1CCCN(C(=O)c2cc(-c3cccc4ccccc34)nc3ccccc23)CC1
2	CC(c1ccccc1)n1cc(C(=O)NCc2ccncc2)nn1 (stereo not drawn)

TbREL1 primary	mol
0	O=C1c2ccccc2C(=O)N1CCOc1ccccc1
1	COc1ccc(CCC(=O)OC(C)C(=O)c2ccc(C)cc2)cc1 (stereo not drawn)
1	Nc1nonc1-c1noc(-c2ccccc2)n1
-3	O=C(c1cc(-c2ccc(F)cc2)no1)N1CCN(Cc2ccc3c(c2)OCO3)CC1
1	Cc1ccc2nc(CSc3nnc(-c4ccncc4)n3C)cc(=O)n2c1
0	COC(=O)c1cc(=O)nc2sc3ccccc3n12
0	O=S(=O)(c1cccc(F)c1)N1CCN(c2nc(-c3cccnc3)nc3ccccc23)CC1
1	c1ccc(-n2ncc3c(N4CCC5(CC4)OCCO5)ncnc32)cc1
-3	CC(C)CC(=O)NC(=S)NNC(=O)c1cccc([N+](=O)[O-])c1
3	COc1ccccc1NC(=O)c1ccc(NC(=O)CNC(=O)c2ccc(OC)c(OC)c2)cc1
5	COc1cc(N/C(=C\C(=O)c2ccccc2)c2ccccc2)ccc1Cl
1	CCCNC(=O)C1(C)CCN(Cc2cc(C(F)(F)F)ccc2Cl)C1 (stereo not drawn)
-4	COc1ccc(/C=C(\NC(=O)c2ccc(C)cc2)C(=O)NCCCN2CCOCC2)cc1OC
0	Cc1csc(=O)n1CCC(=O)OCC(=O)c1ccc(Br)cc1
1	Cc1c(Cl)cccc1NC(=O)COC(=O)c1ccc(CN2CCCC2=O)cc1
-1	Cc1c(C(=O)NCc2ccc(Cl)c(Cl)c2)sc(=O)n1Cc1ccccc1F
0	O=C(NCCc1ccccc1)C1c2ccccc2C(=O)N1Cc1cccs1 (stereo not drawn)
-4	CCOC(=O)C1=C(C)NC(C)=C(C(=O)OCC)C1c1ccc(Br)o1
-2	CN(CC(=O)Nc1ccc(F)c(F)c1F)C(=O)CN1C(=O)NC2(CCCC2)C1=O
3	CC[C@]1(c2ccccc2)C(=O)N(C(=O)OC)N1C(=O)OC

By substructure: the entries above containing a thiophene ring, fused or not (8)
TbREL1 primary	mol
6	O=C(c1cccs1)c1cn(CC(=O)N2CCc3ccccc3C2)c2ccccc12
3	COC(=O)c1c(NC(=O)CSc2nnc(CNc3ccc(Cl)cc3)o2)sc(C)c1C
0	CC(=O)Nc1sc2c(c1-c1nc3ccccc3s1)CCCN(C(C)C)C2
0	O=S(=O)(NCc1ccco1)c1ccc(Cl)s1
-1	COc1ccc(CNC(=O)COC(=O)CNC(=O)c2sc3ccccc3c2Cl)cc1OC
-2	C=CCn1c(SCC(=O)N2CCN(CCO)CC2)nc2sc3c(c2c1=O)CCC3
1	CCOC(=O)c1sc2ccc(S(=O)(=O)N3CC(C)CC(C)C3)cc2c1N (stereo not drawn)
0	O=C(NCCc1ccccc1)C1c2ccccc2C(=O)N1Cc1cccs1 (stereo not drawn)

Following part:
TbREL1 primary	mol
-2	CCOC(=O)CC1C(=O)NCCN1S(=O)(=O)c1ccc(NC(C)=O)cc1 (stereo not drawn)
5	Cc1nn(CCCC(=O)Nc2sc3c(c2C#N)CCC3)c(C)c1[N+](=O)[O-]
-4	C[C@H]1[C@@H](NCc2ccccc2)CC[C@@]23CCCN2C(=O)CCC[C@@H]13
0	CN1CCC(=NNC(=O)c2ccc(N(Cc3ccc(Cl)cc3)S(C)(=O)=O)cc2)CC1
0	CN(c1cccnc1)c1ccc(NC(=O)Cc2c[nH]c3ccccc23)cc1-c1ccc(C(C)(C)C)cc1
3	Brc1cccc(-c2n[nH]c(-c3ccccc3)n2)c1
6	Cc1nn(Cc2ccccc2)c(C)c1C(=O)N1CCN(S(=O)(=O)/C=C/c2ccccc2)CC1
-1	COC(=O)CSC1=C(C#N)C(c2ccc(Cl)cc2)C(C(=O)OC)C(=O)N1 (stereo not drawn)
-3	COc1ccc(N2CCN(Cc3cc(=O)oc4ccc(C)cc34)CC2)cc1
-1	CCOc1ccc(N2CC(C(=O)Nc3ccccc3C(=O)N3CCOCC3)CC2=O)cc1 (stereo not drawn)
2	Cn1c(N)c(S(=O)(=O)c2ccc(Br)cc2)c2nc3ccccc3nc21
-2	O=C(Nc1ccc(S(=O)(=O)NCC2CCCO2)cc1)c1ccccc1 (stereo not drawn)
-1	CCN(c1ccccc1)S(=O)(=O)c1cc2c(cc1C)n(C)c(=O)c(=O)n2C
4	CC1(Cc2ccccc2C#N)C(=O)Nc2ccc(-c3ccccc3)cc21 (stereo not drawn)
1	CCOC(=O)N1CCN(C(=O)CSc2nnc(Cc3ccccc3)o2)CC1
5	N=c1c2c3c(sc2ncn1Cc1ccco1)CCCCC3
3	CC1(OC(=O)c2ccc(Cl)nc2)C(=O)C=C2C=C3CCCN3C=C2C1=O (stereo not drawn)
-1	Cc1nc(CS(=O)c2ccc(Cl)cc2)cc(NCc2ccc(Cl)cc2Cl)n1 (stereo not drawn)
4	O=C(c1cccnc1)N1CCN(S(=O)(=O)c2cccs2)CC1
0	CC(OC(=O)c1ccco1)C(=O)Nc1ccc(Cl)cn1 (stereo not drawn)

TbREL1 primary	mol
-4	COc1ccccc1C(NC(=O)C1CCN(CCc2ccc(Br)cc2)CC1)c1ccccn1 (stereo not drawn)
-2	COc1ccc(CNC(=S)Nc2ccccc2C)cc1
0	O=C(CC1S/C(=N/N=C2CCCCCC2)NC1=O)Nc1ccccc1F (stereo not drawn)
0	O=C(COC(=O)c1ccco1)NCc1ccc(Cl)cc1
0	COC(=O)[C@]12CCCCC=C1N(Cc1ccc3c(c1)OCO3)C(=O)[C@H](CC(=O)NCCCN1CCCC1=O)C2
2	Cc1cc(C(=O)NCCc2ccc(Cl)cc2)c2ccccc2n1
-3	COc1cccc(-c2nnc(SCC(=O)Nc3ccc4c(c3)OCCO4)n2Cc2ccco2)c1
2	COc1ccc(C(=O)O)cc1S(=O)(=O)NC(C)(C)C
1	O=C(NCCS(=O)(=O)NCCCc1ccccc1)c1ccccc1
1	COc1cc(CNC2CCCC2)cc(Br)c1OCC(=O)Nc1ccccc1C
2	COc1ccccc1N1CCN(CCCN2C(=O)C3CCCN3C2=O)CC1 (stereo not drawn)
0	COc1ccccc1CC(=O)O/N=C(\N)c1ccccn1
-2	Cn1c(=O)c2c(nc(Br)n2CC(=O)C23CC4CC(CC(C4)C2)C3)n(C)c1=O
2	COc1cccc(-c2cc3c(=O)n(-c4ccccc4)c(=S)[nH]c3s2)c1
1	N#Cc1c(NC(=O)CSc2ccccn2)oc(-c2ccccc2)c1-c1ccccc1
0	Cc1ccc(S(=O)(=O)NCCC(=O)NNC(=O)c2ccccc2Cl)cc1C
-1	Cc1ccc(S(=O)(=O)C2(C(=O)Nc3cccnc3)CC2)cc1
1	C#CCOCCOCCOCCNc1nc(N2CCN(C(=O)C([C@@H](C)CC)n3cc(C(N)CO)nn3)CC2)nc(N2CCN(C(=O)C([C@@H](C)CC)n3cc(C(N)COC(=O)C(F)(F)F)nn3)CC2)n1 (stereo partly drawn)
5	O=C(Nc1nc(-c2ccc(F)cc2)cs1)c1ccc(N2C(=O)CCC2=O)cc1
1	COC(=O)C1C(=O)C=C(N2CCOCC2)CC1(C)C (stereo not drawn)

TbREL1 primary	mol
1	CCCCNc1c(-c2cccc(SC3CCCCC3)c2)nc2ccc(Cl)cn12
1	COC(=O)C1C(=O)c2c([nH]c(C(=O)OC3CCCC3)c2C)CC1C (stereo not drawn)
-1	Nc1nonc1C(=O)N/N=C/c1cc2c(cc1[N+](=O)[O-])OCO2
-2	CN(CCC#N)C(=O)CC1(Cc2ccccc2)CCOC(C)(C)C1 (stereo not drawn)
5	Cc1n[nH]c(=O)c2c(NC(=O)CSc3nncs3)oc(C)c12
-1	C[C@@H]1COC(=O)[C@@H](CC(=O)OC(C)(C)C)C/C=C\C[C@H](CC(=O)NCCO)C(=O)N1
-3	CC(=O)c1cccc(S(=O)(=O)N2CCN(c3nc4cc(C)cc(C)c4cc3C#N)CC2)c1

Only part of the results is shown (hit frequency here may not be typical).
